Source: PubChem (several laboratories)
STAT1 inh: STAT1 signaling inhibitors, primary screen, cell-based, HTS, luciferase reporter | NIH 3T3 STAT1-luciferase reporter, IFN-gamma, luminescence | inhibition, % at 5.5 µM | actives 0.35% (n = 200,000) | AID 920, 2007;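 active = inhibition above a set limit, the mean inhibition across all tested compounds plus 3 SD, cut at about 34% in these data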;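 also: 0% = IFN-gamma with DMSO and 100% = IFN-gamma with 300 µM nifuroxazide; values of inactives mirror those of a sister screen read the other way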
PPARg SRC1 recr: PPARgamma agonists recruiting SRC-1 coactivator, primary screen, biochemical; actives 0.41% (n = 200,000); AID 631, 2007; PPARgamma-SRC-1 coactivator recruitment biochemical assay; activation, % at 8 µM; in the data active = activation above about 19%;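 also: 0% = DMSO and 100% = reference agonist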
TLR4-MyD88 BLA: inhibitors of TLR4-MyD88 association in cells, primary screen, cell-based, HeLa CL3-4, BLA complementation, FRET ratio. Toll-like receptor 4 (Homo sapiens) + Myeloid differentiation primary response protein …. HeLa CL3-4 TLR4/MyD88 BLA complementation. inhibition, % at 8.4 µM. actives 0.18% (n = 200,000). AID 861, 2007; in the data active = inhibition above about 25%;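 also: 0% = vehicle and 100% = reference inhibitor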
Target sequence (O00206 whole entry, looked up): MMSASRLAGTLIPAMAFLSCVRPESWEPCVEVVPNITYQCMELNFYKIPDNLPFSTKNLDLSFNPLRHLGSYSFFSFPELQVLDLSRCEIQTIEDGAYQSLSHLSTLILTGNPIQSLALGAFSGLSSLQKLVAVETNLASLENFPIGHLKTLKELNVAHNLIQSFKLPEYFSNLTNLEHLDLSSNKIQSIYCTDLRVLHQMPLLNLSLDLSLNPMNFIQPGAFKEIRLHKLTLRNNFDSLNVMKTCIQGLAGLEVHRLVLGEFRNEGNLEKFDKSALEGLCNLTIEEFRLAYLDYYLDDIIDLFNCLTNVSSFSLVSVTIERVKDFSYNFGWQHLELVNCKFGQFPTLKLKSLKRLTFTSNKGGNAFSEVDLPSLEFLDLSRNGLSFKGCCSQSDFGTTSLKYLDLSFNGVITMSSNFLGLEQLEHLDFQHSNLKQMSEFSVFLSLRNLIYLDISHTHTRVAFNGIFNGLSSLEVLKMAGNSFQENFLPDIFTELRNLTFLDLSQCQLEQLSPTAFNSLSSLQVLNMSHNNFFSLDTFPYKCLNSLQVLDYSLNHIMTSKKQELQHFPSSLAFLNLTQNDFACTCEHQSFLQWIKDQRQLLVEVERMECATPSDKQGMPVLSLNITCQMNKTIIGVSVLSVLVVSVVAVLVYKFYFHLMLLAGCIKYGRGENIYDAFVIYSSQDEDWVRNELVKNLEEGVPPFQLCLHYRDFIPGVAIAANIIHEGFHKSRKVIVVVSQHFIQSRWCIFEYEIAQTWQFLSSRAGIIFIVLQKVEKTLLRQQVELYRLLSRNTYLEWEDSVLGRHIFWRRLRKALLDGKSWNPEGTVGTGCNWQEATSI
Target sequence (Q99836 whole entry, looked up): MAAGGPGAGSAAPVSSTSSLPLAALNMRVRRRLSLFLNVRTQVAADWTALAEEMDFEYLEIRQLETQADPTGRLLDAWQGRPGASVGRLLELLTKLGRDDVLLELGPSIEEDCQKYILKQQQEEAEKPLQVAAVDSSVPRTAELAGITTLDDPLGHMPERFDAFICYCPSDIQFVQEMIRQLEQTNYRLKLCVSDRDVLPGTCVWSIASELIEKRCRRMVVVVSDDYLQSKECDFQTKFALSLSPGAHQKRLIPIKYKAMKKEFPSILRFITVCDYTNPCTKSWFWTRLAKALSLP
S1P3 antagonist: S1P3 receptor antagonists, primary screen, cell-based; Sphingosine 1-phosphate receptor 3 (Homo sapiens), Q99500; actives 0.27% (n = 170,000); inhibition, % at 4.98 µM; CHO S1P3 NFAT-BLA reporter, FRET fluorescence, antagonist mode;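 active = inhibition above the plate cutoff, the mean inhibition of test wells on that plate plus 3 SD, cut at about 28% in these data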;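 also: cells challenged with S1P at its EC80 of 0.8 µM; blue over green emission ratio from cleaved BLA substrate after 4 h stimulation; 0% = S1P-stimulated wells and 100% = unstimulated DMSO-only wells; some compounds past the cut are filed as inactive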
RAM inhibit: inhibitors of the yeast RAM network, primary screen, dse1pr::URA3 reporter, 5-FOA selection | S. cerevisiae dse1pr::URA3 reporter, 5-FOA growth OD615, 2 d; analog-sensitive cbk1-as2 kinase mutant strain | inhibition, % at 50 µM | actives 1.8% (n = 190,000);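 active = inhibition above a set limit, 3 SD over mean compound inhibition, cut at about 8.4% in these data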;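 also: 0% = DMSO-only wells with no growth and 100% = 10 µM 1-NA-PP1 full growth; inhibition rescues growth on 5-FOA so higher OD means more RAM inhibition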
SRC2 TRFRET art: TR-FRET signal artefacts, primary screen, artefact control for PPARgamma SRC-2 agonist project, biochemical | TR-FRET artefact counter-screen; active compounds read high | TR-FRET ratio at 8 µM | actives 0.4% (n = 200,000); in the data active = TR-FRET ratio above about 2000; also: inactives centre near 1500
PPARg SRC-2 ag: agonists of PPARg-SRC-2 recruitment, primary screen, biochemical, HTS | actives 0.34% (n = 200,000) | Peroxisome proliferator-activated receptor gamma (Homo sapiens), P37231 | PPARgamma LBD-SRC-2 recruitment | AID 1032, 2008 | activation, % at 8 µM; in the data active = activation above about 22%;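 also: 0% = vehicle and 100% = reference agonist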
STAT3 inh: IL-6 driven STAT3 reporter inhibitors, primary screen, U3A cells, luciferase, luminescence, MLSCN library | IL-6 STAT3-luciferase reporter; host cell line lacks STAT1 | inhibition, % at 5.5 µM | actives 0.89% (n = 190,000);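 active = inhibition above the mean inhibition across all screened compounds plus 3 SD, cut at about 44% in these data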;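 also: 0% = DMSO only wells and 100% = 100 µM nifuroxazide control wells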
PPARg SRC-3 ag: PPARgamma agonists recruiting SRC-3 coactivator, primary screen, biochemical; Peroxisome proliferator-activated receptor gamma (Homo sapiens), P37231; biochemical PPARgamma/SRC-3 coactivator recruitment assay; activation, % at 8 µM; actives 0.26% (n = 200,000); AID 731, 2007; in the data active = activation above about 23%;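 also: 0% = DMSO and 100% = reference agonist; some compounds past the cut are filed as inactive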
ROMK primary: ROMK potassium channel modulators, primary screen, cell-based, thallium flux, MLSMR library; actives 2% (n = 130,000); Tet-inducible ROMK, thallium flux fluorescence; actives lie on both sides; AID 1918, 2009; ATP-sensitive inward rectifier potassium channel 1 (Homo sapiens), P48048; B-score at 10 µM;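 active = signal ratio slope over the read window, or its plate-corrected B-score, at least 3 SD from the plate mean, either direction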;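 also: B-score of the F/F0 ratio slope over 7 to 12 s after thallium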
STAT3 act: IL-6 driven STAT3 reporter potentiators, primary screen, U3A cells, luciferase, luminescence, MLSCN library; actives 0.91% (n = 190,000); AID 871, 2007; IL-6 STAT3-luciferase reporter; 100% = signal with IL-6 EC80 alone; activation (% of control), % at 5.6 µM;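 active = activation above the screen-wide mean of compound activation plus 3 SD, cut at about 130% in these data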;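 also: 0% = background luminescence of wells with medium and substrate only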
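Test system: human U3A cells carrying STAT3-luciferase construct; control set: IL-6-only wells as 100% reference; timing: compound pre-incubation 1 h before IL-6, then 6 h stimulation at 37 °C; also added: IL-6 stimulus at 33 ng/mL final; evaluation: % activation versus median of IL-6-stimulated wells; detection: reporter luminescence signal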
* marks the source's active call; other numbers are inactive results.

What do the screens show for `Nc1ccc(-c2nc3c(Cl)cc(N)cc3[nH]2)cc1`?
STAT1 inh: 41*; PPARg SRC1 recr: 15; TLR4-MyD88 BLA: 6; S1P3 antagonist: -29; RAM inhibit: 2.4; SRC2 TRFRET art: 1829; PPARg SRC-2 ag: 12; STAT3 inh: 26; PPARg SRC-3 ag: 20; ROMK primary: 2.4; STAT3 act: 79

Results for O=C(/C=C/c1ccc2c(c1)OCO2)Nc1cc(S(=O)(=O)N2CCOCC2)ccc1N1CCOCC1 ?
STAT1 inh: -7; PPARg SRC1 recr: 2; TLR4-MyD88 BLA: -6; S1P3 antagonist: -6; RAM inhibit: 2.0; SRC2 TRFRET art: 1706; PPARg SRC-2 ag: 4; STAT3 inh: -7; PPARg SRC-3 ag: 2; STAT3 act: 106

Results for O=C(Nc1nc(=O)c2ccccc2s1)c1ccc(F)cc1 ?
STAT1 inh: -27; PPARg SRC1 recr: 5; TLR4-MyD88 BLA: 7; RAM inhibit: 0.6; SRC2 TRFRET art: 1537; PPARg SRC-2 ag: 7; STAT3 inh: -23; PPARg SRC-3 ag: 12; STAT3 act: 119

How did CN1CCC(OC(=O)C23CCC(C)(C(=O)O2)C3(C)C)CC1 (stereo not drawn) do in these assays?
STAT1 inh: 1; PPARg SRC1 recr: 4; TLR4-MyD88 BLA: -13; S1P3 antagonist: -11; RAM inhibit: 2.0; SRC2 TRFRET art: 1645; PPARg SRC-2 ag: 11; STAT3 inh: 9; PPARg SRC-3 ag: 6; STAT3 act: 95

How did Nc1c(C(=O)NCc2ccco2)c2nc3ccccc3nc2n1CCc1ccccc1F do in these assays?
STAT1 inh: 4; PPARg SRC1 recr: 2; TLR4-MyD88 BLA: 5; RAM inhibit: 5.2; SRC2 TRFRET art: 1638; PPARg SRC-2 ag: 2; STAT3 inh: 30; PPARg SRC-3 ag: 6; ROMK primary: -1.5; STAT3 act: 78

What do the screens show for `O=C(Nc1ccccc1)c1ccc(NCCN2CCOCC2)c(S(=O)(=O)N2CCOCC2)c1`?
STAT1 inh: 11; PPARg SRC1 recr: 6; TLR4-MyD88 BLA: 0; S1P3 antagonist: 3; RAM inhibit: 3.2; SRC2 TRFRET art: 1449; PPARg SRC-2 ag: 1; STAT3 inh: 6; PPARg SRC-3 ag: 9; STAT3 act: 96

How did CCCSCCCNC(=O)c1cc2c(s1)CS(=O)(=O)C2 do in these assays?
STAT1 inh: 0; PPARg SRC1 recr: -4; TLR4-MyD88 BLA: 8; RAM inhibit: 0.0; SRC2 TRFRET art: 1467; PPARg SRC-2 ag: -1; STAT3 inh: 2; PPARg SRC-3 ag: 3; ROMK primary: 0.18; STAT3 act: 101

Results for CCOC(=O)COc1ccc(C2NC(C(=O)O)CS2)cc1 (stereo not drawn) ?
STAT1 inh: 3; PPARg SRC1 recr: 1; TLR4-MyD88 BLA: 11; S1P3 antagonist: -19; RAM inhibit: 0.6; SRC2 TRFRET art: 1613; PPARg SRC-2 ag: 0; STAT3 inh: 17; PPARg SRC-3 ag: 1; STAT3 act: 91

What do the screens show for `Cc1c(C(=O)N(Cc2cccs2)C2CCS(=O)(=O)C2)oc2ccccc12` (stereo not drawn)?
STAT1 inh: -1; PPARg SRC1 recr: 6; TLR4-MyD88 BLA: 5; S1P3 antagonist: -8; RAM inhibit: 1.0; SRC2 TRFRET art: 1578; PPARg SRC-2 ag: -2; STAT3 inh: 5; PPARg SRC-3 ag: 2; ROMK primary: -0.46; STAT3 act: 101

What do the screens show for `O=C(Oc1cc(-c2ccccc2)no1)c1ccc(F)cc1`?
STAT1 inh: 2; PPARg SRC1 recr: 2; TLR4-MyD88 BLA: 6; RAM inhibit: 0.5; SRC2 TRFRET art: 1501; PPARg SRC-2 ag: -1; STAT3 inh: 8; PPARg SRC-3 ag: -11; ROMK primary: 0.19; STAT3 act: 98

What do the screens show for `COc1cc(N)cc(NC(=O)c2ccncc2)c1`?
STAT1 inh: -1; PPARg SRC1 recr: 3; TLR4-MyD88 BLA: -5; S1P3 antagonist: -11; RAM inhibit: -0.1; SRC2 TRFRET art: 1608; PPARg SRC-2 ag: 6; STAT3 inh: -4; PPARg SRC-3 ag: 5; STAT3 act: 108

What do the screens show for `COc1ccccc1N(CC(=O)NCC1CCCO1)C(=O)CCC(=O)Nc1nccs1` (stereo not drawn)?
STAT1 inh: 0; PPARg SRC1 recr: -2; TLR4-MyD88 BLA: 12; RAM inhibit: -0.4; SRC2 TRFRET art: 1704; PPARg SRC-2 ag: 25*; STAT3 inh: -4; PPARg SRC-3 ag: -8; ROMK primary: -0.014; STAT3 act: 107

Results for O=C(c1cc2cc(C(F)(F)F)ccc2s1)N1CCOCC1 ?
STAT1 inh: -13; PPARg SRC1 recr: -4; TLR4-MyD88 BLA: 4; S1P3 antagonist: 5; RAM inhibit: 0.5; SRC2 TRFRET art: 1593; PPARg SRC-2 ag: 5; STAT3 inh: 17; PPARg SRC-3 ag: -2; ROMK primary: -0.49; STAT3 act: 91

How did Cn1c(=O)c2c(nc(NCC3CCCO3)n2Cc2ccccc2)n(C)c1=O (stereo not drawn) do in these assays?
STAT1 inh: 8; PPARg SRC1 recr: 7; TLR4-MyD88 BLA: -3; RAM inhibit: 0.9; SRC2 TRFRET art: 1498; PPARg SRC-2 ag: 10; STAT3 inh: 0; PPARg SRC-3 ag: 1; ROMK primary: 0.31; STAT3 act: 102

What do the screens show for `Cc1cccn2c(=O)c3cc(C(=O)NCCCn4ccnc4)n(C)c3nc12`?
STAT1 inh: -6; PPARg SRC1 recr: 4; TLR4-MyD88 BLA: 1; S1P3 antagonist: -34; RAM inhibit: 0.9; SRC2 TRFRET art: 1656; PPARg SRC-2 ag: 0; STAT3 inh: 11; PPARg SRC-3 ag: -4; STAT3 act: 96

What do the screens show for `Nc1c(-c2ccccc2)c(CSc2nc3ccccc3[nH]2)nn1-c1cccc(C(=O)O)c1`?
STAT1 inh: 1; PPARg SRC1 recr: 0; TLR4-MyD88 BLA: 8; S1P3 antagonist: -8; RAM inhibit: 3.3; SRC2 TRFRET art: 1568; PPARg SRC-2 ag: -6; STAT3 inh: -9; PPARg SRC-3 ag: 1; ROMK primary: 1.8; STAT3 act: 110

Results for O=C1c2sc3nc4n(c(=O)c3c2CCC1Br)CCCCC4 (stereo not drawn) ?
STAT1 inh: 0; PPARg SRC1 recr: 2; TLR4-MyD88 BLA: -5; RAM inhibit: -1.0; SRC2 TRFRET art: 1646; PPARg SRC-2 ag: 7; STAT3 inh: -2; PPARg SRC-3 ag: 6; STAT3 act: 102

Results for Cc1ccc(N2CC(C(=O)Nc3c(C)n(C)n(-c4ccccc4)c3=O)CC2=O)cc1 (stereo not drawn) ?
STAT1 inh: 0; PPARg SRC1 recr: 8; TLR4-MyD88 BLA: 7; S1P3 antagonist: -13; RAM inhibit: 2.5; SRC2 TRFRET art: 1452; PPARg SRC-2 ag: 7; STAT3 inh: -3; PPARg SRC-3 ag: 5; ROMK primary: 0.38; STAT3 act: 107

What do the screens show for `O=C(CSc1nnc(Cc2cc(=O)[nH]c(=O)[nH]2)n1-c1ccccc1)NCC1CCCO1` (stereo not drawn)?
STAT1 inh: 2; PPARg SRC1 recr: 3; TLR4-MyD88 BLA: 2; S1P3 antagonist: -12; RAM inhibit: 1.2; SRC2 TRFRET art: 1520; PPARg SRC-2 ag: 3; STAT3 inh: 2; PPARg SRC-3 ag: 6; STAT3 act: 100

How did CCCCn1c(=O)[nH]c(=O)c2c1nc(-c1ccc(C)c([N+](=O)[O-])c1)n2CC do in these assays?
STAT1 inh: 1; PPARg SRC1 recr: -8; TLR4-MyD88 BLA: -5; S1P3 antagonist: -16; RAM inhibit: 2.2; SRC2 TRFRET art: 1302; PPARg SRC-2 ag: -1; STAT3 inh: 1; PPARg SRC-3 ag: 3; ROMK primary: 0.38; STAT3 act: 101

Results for NC(N)=NC(N)=Nc1ccc(SC(F)(F)F)cc1 ?
STAT1 inh: 26; PPARg SRC1 recr: -4; TLR4-MyD88 BLA: 7; S1P3 antagonist: 8; RAM inhibit: 0.1; SRC2 TRFRET art: 1510; PPARg SRC-2 ag: -4; STAT3 inh: 21; PPARg SRC-3 ag: 0; ROMK primary: -0.8; STAT3 act: 84

Results for CCn1nc(C(=O)Nc2cccc(C(F)(F)F)c2)c(Cl)c1Cl ?
STAT1 inh: 5; PPARg SRC1 recr: -4; TLR4-MyD88 BLA: -17; RAM inhibit: 0.1; SRC2 TRFRET art: 1824; PPARg SRC-2 ag: 6; STAT3 inh: 20; PPARg SRC-3 ag: 14; STAT3 act: 85

Results for CN(Cc1nc(Cc2cccc(C(F)(F)F)c2)no1)C1CC(C)(C)NC(C)(C)C1 ?
STAT1 inh: -2; PPARg SRC1 recr: 6; TLR4-MyD88 BLA: -4; S1P3 antagonist: -7; RAM inhibit: 0.8; SRC2 TRFRET art: 1779; PPARg SRC-2 ag: 4; STAT3 inh: -1; PPARg SRC-3 ag: 5; ROMK primary: -0.0019; STAT3 act: 102

What do the screens show for `O=C(NCCN1CCOCC1)C1CCN(c2ncnc3c2sc2cccc(F)c23)CC1`?
STAT1 inh: 12; PPARg SRC1 recr: 4; TLR4-MyD88 BLA: 7; RAM inhibit: 1.6; SRC2 TRFRET art: 1755; PPARg SRC-2 ag: 0; STAT3 inh: 14; PPARg SRC-3 ag: 5; STAT3 act: 92

How did Cc1cc(=O)[nH]c(-n2[nH]c(C)cc2=O)n1 do in these assays?
STAT1 inh: -1; PPARg SRC1 recr: 2; TLR4-MyD88 BLA: -4; RAM inhibit: 1.8; SRC2 TRFRET art: 1477; PPARg SRC-2 ag: -5; STAT3 inh: 8; PPARg SRC-3 ag: 1; STAT3 act: 96

Results for COc1cc(NC(=S)NCc2ccco2)cc(OC)c1OC ?
STAT1 inh: 7; PPARg SRC1 recr: 8; TLR4-MyD88 BLA: 12; S1P3 antagonist: -13; RAM inhibit: -0.2; SRC2 TRFRET art: 1482; PPARg SRC-2 ag: 3; STAT3 inh: 6; PPARg SRC-3 ag: -2; STAT3 act: 97
